Assay outcomes: PubChem BioAssay, several laboratories
IMP-1 inhibitor: blocks Pseudomonas aeruginosa IMP-1 metallo-beta-lactamase; inhibition, % at 5.6 µM; purified IMP-1, nitrocefin hydrolysis, epi-absorbance fluorescence; AID 1556; 290,000 compounds, 0.45% hits;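 active = inhibition above the mean plus 3 SD of all compounds in the same screening run, cut at about 4.5% in these data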;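 also: 0% = IMP-1 with DMSO and 100% = DMSO wells lacking enzyme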
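System: Purified recombinant IMP-1 metallo-beta-lactamase enzyme | Measured by: Fluorescence quenching readout, ex 480/em 530 nm | Replication: Singlicate | Incubation: 15 min preincubation plus 25 min reaction at 25 °C | Evaluation: Percent inhibition from optical density relative to buffer-blank wells | Benchmarks: DMSO with and without IMP-1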
p-CIP stab down: lowers stability of the mouse p/CIP coactivator protein | F442A p/CIP-EGFP cells, EGFP fluorescence, 16 h | decrease of EGFP signal, % at 10 µM | 290,000 compounds, 0.01% hits | Q05BA5 | AID 1984;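 active = EGFP signal decrease of at least 30% at 10 µM or well 3 SD below plate mean, unless failing retest; inactive = the rest, including hits failing retest or dose response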; also: some compounds called inactive have numbers as strong as hits; many of its hits are not listed in these tables
SUMO HTRF inh: blocks human SUMOylation mediated by UBC9; P63279; HTRF SUMOylation assay, SAE1/SAE2 + UBC9, in vitro; inhibition, % at 35 µM; 290,000 compounds, 0.36% hits; in the data active = inhibition above about 50%, passing the limit was not always enough; also: strong numbers were not always called active
VIM-2 inhibitor: inhibitors of Pseudomonas aeruginosa VIM-2 metallo-beta-lactamase; purified VIM-2, nitrocefin hydrolysis, epi-absorbance fluorescence; inhibition, % at 5.6 µM; 290,000 compounds, 0.89% hits; AID 1527;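 active = inhibition above the mean of all tested compounds plus 3 SD, cutoff set per screening run, cut at about 7.5% in these data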;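 also: red hydrolysis product quenches plate fluorescence so inhibitors raise well fluorescence; 0% = enzyme with DMSO and 100% = DMSO without enzyme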
PfM18AAP inh: PfM18AAP enzyme inhibition | AID 1822 | 290,000 compounds, 1.2% hits | inhibition, % at 7.35 µM | recombinant PfM18AAP, H-Glu-NHMec fluorogenic cleavage;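 active = inhibition above the campaign mean inhibition over all tested compounds plus 3 SD, cut at about 28% in these data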;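 also: 0% = plate median of test compound wells and 100% = 2 mM ZnCl2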
FID counter: counter-screen for HCV NS3 helicase inhibitors: DNA intercalator displacement; DNA fluorescent intercalator displacement, fluorescence; inhibition, % at 7.9 µM; 290,000 compounds, 0.17% hits; in the data active = inhibition above about 37%;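 also: 0% = vehicle and 100% = reference compound; higher means more ethidium bromide displaced from hairpin DNA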
IDE cell inh: inhibits human insulin-degrading enzyme in HEK cells; inhibition, % at 5.59 µM; AID 434962; FAbetaB cleavage, fluorescence polarization; P14735; 320,000 compounds, 0.41% hits;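 active = percent inhibition above the average of all tested compounds plus 3 SD, set per screening campaign, cut at about 16% in these data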;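 also: IDE supplied by intact live HEK cells; FP after avidin binding of uncleaved biotin substrate so inhibition keeps polarization high; 0% = DMSO wells and 100% = 60 µM reference IDE inhibitor Ii1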
HCV NS3 hel inh: blocks Hepatitis C virus NS3 helicase unwinding; 290,000 compounds, 0.56% hits; NS3 helicase DNA unwinding, Cy5 molecular beacon fluorescence; inhibition, % at 10.9 µM;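 active = inhibition above the mean of all tested compounds plus 3 SD, set per campaign, cut at about 35% in these data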;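 also: 0% = DMSO wells and 100% = thioflavine S control wells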
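Measured by: Cy5 fluorescence, 0 and 60 min reads / Assay system: NS3 helicase fragment of HCV / Control set: low DMSO, high thioflavine S at 110 µM / Times: 1 h reaction at 25 °C, ATP-initiated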
IDE cell activ: IDE (human) activation, cell-based. P14735. HEK cells, FAbeta-B cleavage, fluorescence polarization; 0% vehicle, 100% cell-free pure enzyme wells. activation, % at 5.96 µM. 340,000 compounds, 0.073% hits. AID 493087;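 active = activation above the mean of all tested compounds plus 3 SD, set per screening campaign, cut at about 17% in these data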
* hit, by the source's call; / = not tested or not shown.

SMILES	IMP-1 inhibitor	p-CIP stab down	SUMO HTRF inh	VIM-2 inhibitor	PfM18AAP inh	FID counter	IDE cell inh	HCV NS3 hel inh	IDE cell activ
O=C(c1cc(Br)c(Br)s1)N1CCN(c2ccccn2)CC1	-1.0	-22	21	0.7	2	-35	-4	12	-1
COc1ccc(NC(=O)Cc2ccc(Cl)cc2Cl)cn1	0.1	-7	16	0.9	0	-2	0	0	7
CC(C(=O)O)n1nc2ccccc2n1 (stereo unspecified)	-3.4	5	-24	-1.7	-10	3	0	-3	2
CCn1nnnc1NC(=O)c1cccc(OC)c1	-2.6	-8	16	-3.6	5	0	0	0	-3
COCc1c(C(=O)OCC(=O)NCCN2C(=O)CSC2=O)oc2ccccc12	-3.6	-7	8	-4.0	-2	-1	-1	-1	9
Cc1c(Cl)c(=O)oc2cc(OC(C)C)ccc12	-5.4	-9	22	-1.1	5	-7	6	-7	-3
Cc1ccc(NCc2n[nH]c(=S)n2-c2ccccc2)cc1Cl	-3.2	11	0	-1.2	17	-16	2	1	-5
Cc1cccc(OCC(=O)NCCCNC(=O)c2ccncc2)c1	1.2	5	-2	-2.8	-3	-6	0	12	2
CC(=O)Nc1cccc(NC(=O)CCCC2CCCCC2)c1	-2.0	-16	1	-1.4	-6	-33	-1	-3	-3
CCn1ncc(Br)c1C(=O)Nc1cccc(C(C)=O)c1	-0.8	-12	5	-0.7	1	-10	-3	-7	1
O=C(NCCc1ccccc1)C(=S)N1CCCCC1	-1.7	4	-2	-1.8	-5	-3	0	0	-2
COc1cc(NC(=O)C2CCCN(c3ncccn3)C2)cc(OC)c1 (stereo unspecified)	-6.7	-12	8	0.4	3	-17	-3	-4	-2
CN(C(=O)COC(=O)c1cc[n+]([O-])cc1)c1ccccc1	-2.0	0	4	-0.8	-4	-3	1	0	-3
Cc1ccc(NC(=O)CS(=O)CC(=O)NC23CC4CC(CC(C4)C2)C3)cc1 (stereo unspecified)	-3.0	-8	8	-2.4	2	-35	1	4	5
CN(C)CCn1cnc2c1c(=O)n(C)c(=O)n2C	-2.1	0	-17	-1.3	-2	3	-1	-1	2
CCC(C)NC(=O)CS(=O)Cc1nc(-c2cccc(OC)c2)oc1C (stereo unspecified)	2.7	-5	13	-3.9	-1	-14	-2	-1	5
CC(=O)c1c(C)[nH]c(C(=O)NCc2ccccc2Cl)c1C	-1.5	-5	1	0.1	-10	-6	5	-12	3
CCOc1ccc(Cn2c(=O)sc3ccccc32)cc1	-1.0	-18	18	-1.5	-2	-15	3	0	3
COc1ccc(CCNC(=O)CCCCCN2C(=O)c3ccccc3C2=O)cc1OC	-2.5	3	10	-4.5	-3	-24	-3	8	-2
CCCCOc1ccc(C(=O)OCC(=O)NC2CCCC2)cc1	-3.6	-1	-1	-1.5	1	-30	1	-11	4
Cc1cc(C(=O)N2CCN(C(c3ccccc3)c3ccccc3)CC2)no1	-0.7	-5	16	-2.6	-4	-28	7	3	-7
Cc1cc(C(=O)NNC(=O)c2ccc(Cl)cc2)no1	-2.2	-3	10	-2.3	12	-2	3	8	0
CNC(=S)NCCc1ccccc1	-4.8	-11	4	-2.5	4	1	-4	2	1
CC(=O)N(Cc1cc(=O)[nH]c2ccccc12)c1cccc(C)c1	-3.9	-12	5	-4.3	17	-19	-2	0	-8
O=C(CNCc1ccc(Cl)cc1)Nc1ccc(C(=O)N2CCCCC2)cc1	-2.0	-6	5	-1.3	7	-1	8	-16	-4
CC(Oc1ccccc1)C(=O)N1CCc2ccccc2C1 (stereo unspecified)	-4.6	4	5	0.9	2	-10	-4	-1	-3
CCCn1c(/C=C/c2ccccc2)nc2ccccc21	-3.4	7	-10	-0.9	12	-13	0	9	-2
O=C(CNS(=O)(=O)c1ccccc1)OCC(=O)c1ccc(F)cc1	0.2	1	-6	-0.2	-7	-11	2	-7	2
CCN(CC)S(=O)(=O)c1ccc2c(c1)c(=O)c(C(=O)NCCc1ccccc1)cn2C	-2.2	-9	6	-0.7	-3	0	-1	-3	-5
Cc1cc(N)n(-c2ccc(S(=O)(=O)N3CCCC3)cc2[N+](=O)[O-])n1	-4.0	-15	9	-2.3	0	1	6	2	4
COc1cccc(-n2nnc3c(=O)n(Cc4ccccc4F)cnc32)c1	-2.0	1	8	1.2	8	0	-4	-1	0
Cc1cc(Nc2nc(Cl)c(Cl)cc2Cl)n(-c2ccccc2)n1	-0.5	8	-14	1.0	7	-17	3	4	0
O=C(CCN1C(=O)C2C3C=CC(C3)C2C1=O)Nc1ccccc1F (stereo unspecified)	-2.9	5	12	-1.7	-8	0	1	3	1
O=C(Cn1c(=O)[nH]c2ccccc2c1=O)N1CCN(c2cccc(Cl)c2)CC1	-5.7	30	3	-1.3	1	-1	-4	-1	2
Cc1nn(-c2ccc(Cl)c(Cl)c2)c(=O)c2ccccc12	-1.7	0	7	-6.5	1	1	-3	-5	5
O=C(CSc1nnc(Cn2nnc3ccccc32)o1)N(Cc1ccc(F)cc1)c1ccccc1	-3.5	-13	18	-2.8	3	-28	-2	-6	0
c1ccc(-c2nnc(-c3ccccc3)nn2)cc1	-2.0	1	6	-2.8	-7	-2	5	-5	/
CN(C)N1C(N)=C(C#N)C(c2ccc(Br)cc2)C2=C1CCCC2=O (stereo unspecified)	-3.7	-4	3	-2.4	8	-15	-12	10	-4
CCOc1ccccc1NC(=O)Nc1cc(S(=O)(=O)N(C)C)ccc1C	-2.4	-16	15	-1.1	-12	-7	-1	-4	0
C[C@@H]1CC[C@]2(O[C@@H](CCO)C[C@H](O)[C@H]2O)O1	-3.9	-13	-8	-4.5	-2	-5	-3	7	1
CCN(CC)S(=O)(=O)c1ccc(NS(=O)(=O)c2ccc(F)cc2)cc1	-5.7	-4	16	-2.6	7	-17	4	8	-4
O=c1cc(-c2ccccc2Cl)oc2cc(O)cc(O)c12	-3.5	3	-3	-2.3	-6	-6	4	-2	2
O=C(COc1ccc(Br)cc1Br)NC(=O)NC1CCCC1	-3.7	-4	-19	-0.8	7	-5	3	-7	2
CN(C)CCOc1ccccc1-c1ccccc1	2.7	-9	13	-1.9	16	17	0	-1	-2
Cc1ccccc1CNc1nnnn1C	-1.6	-6	4	-1.0	2	0	-1	3	-1
Nc1nncn1C(=O)CCCOc1ccc(Cl)cc1Cl	-0.3	2	-9	-0.3	47*	-1	2	-7	-2
Cc1ccc(NCC(=O)N/N=C/c2cccc(Oc3ccccc3)c2)cc1	-3.9	-7	-11	-2.7	6	2	-1	-2	4
CCn1cc(C(=O)N2CC(C)CC(C)C2)c(=O)c2cc(S(=O)(=O)N3CCCC3)ccc21 (stereo unspecified)	-0.9	-7	8	0.3	-16	-60	5	1	4
Cn1c(C(=O)N2CCCC(Nc3ccc(F)cc3)C2)cc2ccccc21 (stereo unspecified)	-1.5	-2	-17	-1.7	0	-22	-2	-12	-2
Clc1cc(Br)ccc1OCCCNCc1ccccc1	-1.4	5	-3	-2.6	4	26	3	-47	4

An excerpt from above in order of molar mass, lowest first:
SMILES	IMP-1 inhibitor	p-CIP stab down	SUMO HTRF inh	VIM-2 inhibitor	PfM18AAP inh	FID counter	IDE cell inh	HCV NS3 hel inh	IDE cell activ
CN(C)CCOc1ccccc1-c1ccccc1	2.7	-9	13	-1.9	16	17	0	-1	-2
Cn1c(C(=O)N2CCCC(Nc3ccc(F)cc3)C2)cc2ccccc21 (stereo unspecified)	-1.5	-2	-17	-1.7	0	-22	-2	-12	-2
Clc1cc(Br)ccc1OCCCNCc1ccccc1	-1.4	5	-3	-2.6	4	26	3	-47	4
Cc1ccc(NCC(=O)N/N=C/c2cccc(Oc3ccccc3)c2)cc1	-3.9	-7	-11	-2.7	6	2	-1	-2	4
CCN(CC)S(=O)(=O)c1ccc(NS(=O)(=O)c2ccc(F)cc2)cc1	-5.7	-4	16	-2.6	7	-17	4	8	-4
CCn1cc(C(=O)N2CC(C)CC(C)C2)c(=O)c2cc(S(=O)(=O)N3CCCC3)ccc21 (stereo unspecified)	-0.9	-7	8	0.3	-16	-60	5	1	4

Carrying on.
SMILES	IMP-1 inhibitor	p-CIP stab down	SUMO HTRF inh	VIM-2 inhibitor	PfM18AAP inh	FID counter	IDE cell inh	HCV NS3 hel inh	IDE cell activ
COCCNc1nc(-n2nc(C)cc2C)nc2sc3c(c12)CCCC3	-4.2	-9	9	-0.4	-2	-19	-4	-18	-2
O=C(OC1Cn2c(=O)ccc(=O)n2C1)c1ccc([N+](=O)[O-])cc1	-1.7	1	8	0.2	-8	2	6	2	-4
COc1ccc(C(=O)N2CCC(C(=O)NC3CC3)CC2)cc1	-2.6	-3	7	0.5	-1	-6	5	6	4
COc1cc(C(=O)Nc2ccc(N3CCOCC3)cc2)ccc1OCc1c(C)noc1C	-3.0	9	-14	-0.2	-5	-12	-2	-12	0
Clc1cc(Br)ccc1OCCOCCOc1cccc2cccnc12	-3.2	-3	0	-1.5	-4	-22	1	-14	0
N#C/C(=C/c1ccc(OCc2ccccc2)cc1)C(=O)NC1CCCCC1	-3.2	1	19	-0.6	-7	-1	-2	6	7
COc1ccc(N2CC(C(=O)N/N=C/c3ccc([N+](=O)[O-])cc3)CC2=O)cc1 (stereo unspecified)	-3.1	26	9	-2.5	-1	-7	1	-13	2
O=C(Cn1nnc(-c2cccs2)n1)N1CCOCC1	-3.2	-9	1	-1.7	10	0	10	-16	3
COc1ccc(CC(=O)N(c2ccccc2)c2nc(C)cs2)cc1	-3.0	-4	2	-2.6	-2	-22	11	-4	1
CC12CCC(C(=O)NCCCN3CCOCC3)(OC1=O)C2(C)C (stereo unspecified)	-1.7	7	9	-4.1	3	-1	7	-5	2
CCOC(=O)N1CCC(N2CC34C=CC(O3)C(C(=O)Nc3ccc(F)cc3)C4C2=O)CC1 (stereo unspecified)	-5.8	-4	-6	-0.2	-6	-15	2	-5	8
CCN(CC)c1ccc(/C=N/N2CCN(Cc3ccccc3)CC2)c(O)c1	-4.0	-9	0	-2.3	4	-3	8	8	5
COc1ccc(/C=C2\SC(=S)N(CC(=O)N(C)C3CCS(=O)(=O)C3)C2=O)cc1 (stereo unspecified)	2.5	-9	-8	0.6	-2	-32	5	8	-3
CC(C)c1ccc(NS(=O)(=O)c2ccc3c(c2)NC(=O)CO3)cc1	2.4	2	-2	-0.6	0	-25	2	-9	8
CC(C)(C)SCCNS(=O)(=O)c1ccc(Cl)cc1	-1.9	7	18	-3.6	-3	-12	2	-9	/
COc1ccccc1C1NC(=O)CS1 (stereo unspecified)	-0.8	0	3	0.7	12	10	1	-3	5
COc1ccc(-c2nc3cc([N+](=O)[O-])ccc3o2)cc1	-2.8	-10	-61	-7.0	-1	0	3	7	5
CCN(CC)c1c([N+](=O)[O-])ncn1C	-1.3	-17	5	-1.5	-1	2	0	-2	6
O=C(Nc1nnc(C2CC2)s1)C1CCCO1 (stereo unspecified)	-0.8	-11	2	0.2	-11	-2	0	10	4
COc1cc2c(cc1OC)C(C)N(C(=O)CCN1C(=O)C3C4C=CC(C4)C3C1=O)CC2 (stereo unspecified)	-2.1	5	4	-3.9	5	-19	4	6	1
O=C(CCNC(=O)Cn1ccc2ccccc2c1=O)NCCc1ccccc1Cl	-4.8	-12	17	-4.7	-11	-13	2	-6	3
